EphB4 ephrin blk: EphB4-ephrin-B2 interaction antagonists, primary screen, biochemical, TNYL-RAW peptide probe, fluorescence polarization; Ephrin type-B receptor 4 (Homo sapiens), P54760; AID 720, 2007; 97,000 tested, 0.15% active; inhibition, % at 7 µM; EphB4 LBD / TNYL-RAW-Alexa532 peptide;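 active = inhibition above the screen-wide mean inhibition plus 3 SD, cut at about 15% in these data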;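 also: 0% = DMSO wells and 100% = excess unlabeled TNYL-RAW peptide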
PLK1 PBD inh: Plk1 polo box domain binding inhibitors, primary screen, biochemical, fluorescence polarization; Plk1 PBD phosphopeptide binding; inhibition, %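 (tested at about 20 µM)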; 97,000 tested, 0.13% active; AID 693, 2007; in the data active = inhibition above about 34%, passing the limit was not always enough
Target sequence (P53350 whole entry, looked up, the tested form may be a part): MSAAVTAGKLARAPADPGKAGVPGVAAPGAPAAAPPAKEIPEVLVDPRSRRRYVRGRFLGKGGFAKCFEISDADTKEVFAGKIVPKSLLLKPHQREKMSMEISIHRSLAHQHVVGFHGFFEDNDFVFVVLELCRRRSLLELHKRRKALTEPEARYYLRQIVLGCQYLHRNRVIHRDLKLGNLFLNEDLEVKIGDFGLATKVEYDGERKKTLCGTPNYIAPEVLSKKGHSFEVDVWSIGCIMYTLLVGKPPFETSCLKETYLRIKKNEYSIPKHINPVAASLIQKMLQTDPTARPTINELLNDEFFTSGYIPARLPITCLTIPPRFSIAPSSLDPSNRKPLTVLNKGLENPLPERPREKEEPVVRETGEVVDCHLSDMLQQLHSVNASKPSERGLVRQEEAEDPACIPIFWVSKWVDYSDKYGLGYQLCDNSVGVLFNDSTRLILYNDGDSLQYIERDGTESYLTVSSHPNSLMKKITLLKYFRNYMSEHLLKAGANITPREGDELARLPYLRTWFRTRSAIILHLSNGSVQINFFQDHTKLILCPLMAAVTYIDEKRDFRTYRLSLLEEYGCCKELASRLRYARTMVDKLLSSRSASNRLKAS
S1P2 ag: S1P2 receptor agonists, primary screen, cell-based | Sphingosine 1-phosphate receptor 2 (Homo sapiens), O95136 | S1P2-expressing cell line, agonist reporter read-out | activation, % at 4.5 µM | 97,000 tested, 0.46% active; in the data active = activation above about 16%;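 also: 0% = vehicle low control and 100% = maximal reference agonist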
Target sequence (O95136 whole entry, looked up): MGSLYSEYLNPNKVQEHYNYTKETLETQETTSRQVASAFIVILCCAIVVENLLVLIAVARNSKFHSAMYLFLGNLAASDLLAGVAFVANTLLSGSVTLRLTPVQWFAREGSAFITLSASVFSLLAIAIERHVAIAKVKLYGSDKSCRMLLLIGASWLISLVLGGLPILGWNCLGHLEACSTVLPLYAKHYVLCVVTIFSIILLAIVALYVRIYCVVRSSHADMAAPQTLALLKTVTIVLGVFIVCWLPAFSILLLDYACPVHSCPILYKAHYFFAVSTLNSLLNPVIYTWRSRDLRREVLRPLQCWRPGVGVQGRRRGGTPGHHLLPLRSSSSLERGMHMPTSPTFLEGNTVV
FAK inh: FAK kinase inhibitors, primary screen, biochemical | inhibition, %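 (tested at 7 µM)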 | 97,000 tested, 0.84% active | biochemical FAK kinase activity assay | Focal adhesion kinase 1 (Homo sapiens), Q05397 | AID 727, 2007; in the data active = inhibition above about 19%;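 also: 0% = DMSO and 100% = reference compound high control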
HIV Rev-RRE inh: HIV-1 Rev-RRE binding inhibitors, primary screen, biochemical, FRET, protein-RNA interaction | 97,000 tested, 0.79% active | inhibition, % at 8 µM | P05866 | Rev peptide-RRE RNA binding;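 active = inhibition above the screen-wide mean plus 3 SD, cut at about 35% in these data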;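 also: 0% = median DMSO wells and 100% = median Neomycin B control wells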
Target sequence (P05866 whole entry, looked up): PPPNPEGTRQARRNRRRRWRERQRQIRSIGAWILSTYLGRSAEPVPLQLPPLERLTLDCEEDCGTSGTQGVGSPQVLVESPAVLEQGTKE
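Assay system: labelled RRE RNA duplex and labelled Rev peptide / Medium: HEPES pH 7.5 salt buffer with EDTA / Reagent: labelled Rev peptide / Schedule: 5 + 15 min at 25 °C / Signal: FRET, excitation 480 nm, emission 540 nm donor and 671 nm acceptor / Benchmarks: DMSO and neomycin B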
PLK1 inh: human PLK1 kinase inhibitors, primary screen, biochemical, TR-FRET. Serine/threonine-protein kinase PLK1 (Homo sapiens), P53350. 97,000 tested, 0.53% active. recombinant PLK1 kinase, TR-FRET peptide phosphorylation. AID 619, 2007. inhibition, % at 10 µM;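 active = inhibition of 50% or more in the single-concentration screen; inactive = inhibition below 50%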;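 also: 0% = DMSO max control and 100% = H-89 dihydrochloride min control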
MT1-MMP txn act: MT1-MMP promoter reporter activation – cell-based, luciferase luminescence, primary screen; activation factor at 10 µM; HT1080 MT1-MMP promoter luciferase reporter, overnight; stronger effect = higher value; 86,000 tested, 0.16% active;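 active = activation factor of at least 2 for MT1-MMP transcription at 10 µM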
S1P2 blocker: human S1P2 receptor antagonists, primary screen, cell-based. inhibition, % at 5 µM. Sphingosine 1-phosphate receptor 2 (Homo sapiens), O95136. AID 736, 2007. cell-based S1P2 antagonist assay, inhibition at 5 uM. 97,000 tested, 0.21% active; in the data active = inhibition above about 45%;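 also: CRE beta-lactamase reporter cells expressing human S1P2 stimulated with S1P; 0% = agonist at EC80 alone and 100% = agonist plus reference antagonist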
PLAP act: PLAP enzyme activators, biochemical, luminescence, HTS; purified PLAP enzyme, luminescent substrate read-out; stronger effect = higher value; activation fold at 20 µM; 96,000 tested, 1.2% active; AID 696, 2007; in the data active = activation fold above about 2
* marks the source's active call; other numbers are inactive results; · = not tested or not shown; & = joins results of further samples.

SMILES	EphB4 ephrin blk	PLK1 PBD inh	S1P2 ag	FAK inh	HIV Rev-RRE inh	PLK1 inh	MT1-MMP txn act	S1P2 blocker	PLAP act
COC(=O)Cn1c(C(F)(F)F)nc2ccccc21	-7.2	-3.8	-0.2	0.0	-0.4	-3.9	1	-3.9	·
Cc1cccc(N(C(=O)c2csnn2)C(C(=O)NC(C)(C)C)c2ccncc2)c1 (stereo unspecified)	-4.2	-17.8	-10.6	2.4	0.1	-8.9	·	-4.2	0.9
O=C(CN1CCCCC1)Nc1ccccc1NC(=O)CN1CCCCC1	-4.1	9.1	1.5	1.8	-0.7	-1.5	1.1	-2.8	1
CC(C)Nc1nc(SCC(=O)Nc2ccccc2)nc(N2CCOCC2)n1	-1.7	-3.8	5.7	4.6	-3.4	-13.9	·	-34.2	0.8
CCOC(=O)CC1C(=O)NC2CCCCC2N1C(=O)Nc1ccc(Cl)cc1 (stereo unspecified)	2.4	-8.8	-0.6	-1.0	3.6	-9.4	1.1	-1.8	0.9
O=C(CCCCCN1C(=O)c2ccccc2C1=O)Nc1ccc2c(c1)OCCO2	-9.5	14.1	-3.3	2.2	3.8	-2.2	1.2	-19.3	0.8
CCOC(=O)c1c(NC(=O)c2cccs2)sc(C(=O)N(C)C)c1C	-6.2	-4.9	1.4	0.3	10.6	1.8	1.1	-13.9	0.8
COC(=O)c1cc2oc3ccccc3c2n1Cc1ccccn1	10.5	7.9	-7.7	9.8	10.2	1.9	1.2	16.3	1
Cc1ccc(S(=O)(=O)N2CCN(C(=O)CN3CCCCC3)C2)cc1	-2.1	3.2	-0.5	1.3	4.8	-5.9	1.1	-8.8	1.6
COc1ccccc1C(=O)N1CCN=C1c1ccccc1	-5.8	7.9	-2.2	-2.0	1.6	-8.0	1	-11.2	0.9
Cc1nn2cc(-c3ccccc3)nc2s1	-5.7	6.2	-10.1	-3.5	4.0	4.7	·	1.5	0.8
O=C(Oc1ccccc1OC(=O)N1CCOCC1)N1CCOCC1	-3.7	-19.5	1.2	-2.9	10.2	-8.8	1.1	-6.3	1
Cn1cc(SCC(=O)N2CCOCC2)c2ccccc21	2.3	-10.4	-4.6	1.7	6.5	-4.2	·	32.2	1.2
Cc1ccccc1Cn1c2ccccc2c2cnn(CC(=O)N3CCN(c4ccccc4)CC3)c(=O)c21	-2.9	1.4	-1.2	0.2	-5.9	-6.1	·	-6.2	1.4
Cc1ccccc1N(Cc1ccccc1F)S(C)(=O)=O	1.1	-22.6	-6.3	-2.8	2.5	-5.2	1.1	0.4	0.9
CN(C)c1ccc(/C=[N+](\[O-])C(C)(C)/C=N/O)cc1	2.4	3.0	-5.1	-1.3	12.4	-14.5	1	8.7	0.9
Nc1cc(=O)[nH]c(SCC(=O)Nc2ccc(F)c(Cl)c2)n1	9.4	-51.7	-9.0	-0.8	13.0	6.8	1.1	12.0	1
CCOc1ccc(N2C(=O)/C(=C/c3cccs3)N(CC(=O)OC)C2=S)cc1	-1.3	19.2	-3.9	-3.9	12.8	-8.6	·	2.0	0.8
C=CCOc1nc(N2CCCC2)nc(N2CCCC2)n1	-6.0	9.8	-5.0	-0.5	1.4	-7.2	1.1	-19.2	1
Cc1cc(NC(=O)NC2(C(F)(F)F)Oc3ccc(Cl)cc3O2)no1 (stereo unspecified)	-1.3	-13.5	-5.7	-1.0	18.6	-9.0	1.3	13.4	·
Cc1ccc(C(=O)Nc2nc3ccc(S(C)(=O)=O)cc3s2)s1	5.2	3.8	-3.3	3.9	3.5	-3.4	1.4	3.2	1
CCOC(=O)C1CCN(CCC(=O)Nc2ccc(Cl)cc2)CC1	2.9	-20.9	-8.4	-0.6	3.6	-3.2	·	7.8	1.2
Cc1ccc(C(=O)CNc2nc3c(c(=O)[nH]c(=O)n3C)n2Cc2ccccc2)cc1	1.3	-35.4	-4.6	0.6	4.1	13.3	1.3	-10.6	1
C=C(C)COc1ccc(-c2[nH]ncc2Oc2cccc(OC)c2)c(O)c1	1.4	5.3	-6.0	-1.1	14.1	-7.7	1.3	2.2	1.5
CCOC(=O)C1C(=O)NC(SCC(=O)Nc2nccs2)=C(C#N)C1c1ccccc1OCC (stereo unspecified)	1.1	-3.9	-3.3	-1.4	12.0	2.4	1.1	9.2	·
Cc1nc(CSc2nnc3scc(-c4ccc(Cl)cc4)n23)cs1	1.8	-11.7	-3.1	-0.9	-0.2	-16.3	1.1	-12.2	0.9
COc1cccc(-c2nnc(SCC(N)=O)n2-c2ccc(Cl)cc2)c1	5.6	-5.4	-7.5	-1.0	-3.1	-1.4	1	-17.2	1
COc1ccc(N(CC(=O)N/N=C/c2cccc3c2OCCO3)S(=O)(=O)c2ccc(NC(C)=O)cc2)cc1	8.5	9.2	-4.9	7.8	1.1	-9.4	·	10.2	1.4
COc1cc(OC)cc(-n2nnnc2SCC(=O)NCc2ccc3c(c2)OCO3)c1	-5.7	10.1	-3.6	-0.2	3.8	-12.0	1.2	8.5	0.6
Cc1nc2ncnn2c(N2CCN(c3cccc(C(F)(F)F)c3)CC2)c1C	3.2	7.0	-3.7	-4.0	-0.1	9.9	1.2	6.9	2*
Cn1c(-c2ccc(F)cc2)cnc1SCC(=O)NCc1ccco1	2.0	4.4	-3.0	1.4	10.3	-5.5	1.2	7.8	1.1
O=C(NNC(=O)C1CCCCC1)c1cnccn1	-4.7	-14.7	-9.5	0.3	8.1	-1.7	·	2.0	2*
CCOC(=O)CSc1nc2ccccc2n2cnnc12	-0.6	-20.3	-1.5	2.1	4.1	-16.1	1.3	-21.6	0.9
COc1ccccc1NC(=S)NC(=O)CC(C)C	4.8	-2.6	-4.8	-0.2	-4.1	-6.6	·	13.9	1.1
CCCCC(=O)Nc1ncc(Br)s1	2.3	-4.8	-4.0	1.0	3.6	-5.2	1.4	15.9	0.9
CCn1c(SCC(=O)NCC2CCCO2)nc2cc(S(=O)(=O)N3CCCCC3)ccc21 (stereo unspecified)	5.7	-6.5	-7.8	6.0	5.4	-12.9	0.9	11.7	1.5
CCc1nnc(NC(=O)CSc2nnc(C3CCCCC3)n2-c2cccc(Cl)c2)s1	3.8	-5.5	-4.5	-1.4	8.0	-9.5	1.2	-15.7	·
O=C(CN1CCC(O)(c2ccc(F)cc2)CC1)NCc1ccc(F)cc1	2.5	-1.2	-4.7	-1.6	1.1	-15.7	1	4.0	1.8
CN(CC(=O)Nc1ccc(F)c(F)c1)S(=O)(=O)c1cccc2nsnc12	14.5	0.6	-1.0	-0.3	-1.2	7.8	0.9	15.8	0.8
CCc1ccc(-c2ccc(C(=O)O)cc2)nc1	1.8	5.4	-5.9	-5.5	5.8	-12.3	1.6	15.8	0.9
COc1ccccc1NC(=S)N1CCC(NC(=O)NC23CC4CC(CC(C4)C2)C3)CC1	-3.1	4.1	-6.7	-1.2	-0.7	-7.2	·	-9.6	1.6
CCOC(=O)c1cnn(-c2cc(Oc3cccc(C)c3)ncn2)c1N	2.3	-2.9	-0.8	1.1	9.7	-11.2	·	-3.0	0.9
CCCCn1c(-c2ccccc2)nnc1-c1ccccc1	-0.3	11.1	-6.8	0.6	1.6	-18.8	1.7	0.2	0.9
CC(C)CNC(=O)CC(=O)N/N=C/c1ccc(Br)cc1	-8.9	-5.2	-1.2	-3.3	-1.8	-6.3	·	6.3	·
COc1ccc(N2C(=O)C3C(C2=O)C2C=CC3C23CC3)c(OC)c1 (stereo unspecified)	-6.5	-12.1	-1.6	-9.4	-4.4	0.0	1.1	-16.2	1.1
Cc1cccc(OCc2nnc(N)s2)c1	-4.5	-21.1	-3.7	-1.6	9.5	-5.3	1.1	-5.7	0.8
CCCCCn1c(Br)nc2c1c(=O)n(CC(N)=O)c(=O)n2C	-3.5	-2.2	-6.2	2.5	3.6	-6.8	1.2	-2.3	1
O=C(O)CCN1C(=O)c2ccccc2C1=O	-1.8	-10.1	-4.7	1.1	3.0	-2.9	1.1	-16.2	0.8
Cn1c(C(=O)NC2CC2)cc2c(=O)n(C)c3ccccc3c21	-3.0	-13.1	-5.5	6.3	6.2	-14.4	1	2.9	0.9
CCn1c(CNC(=O)Cc2ccc(OC)cc2)nnc1SCCOc1ccccc1	5.5	-7.3	-0.8	1.1	10.8	-11.3	1	-3.8	1.3
Cc1c(C(=O)NCC2CCCO2)oc2ccc(S(=O)(=O)N3CC(C)CC(C)C3)cc12 (stereo unspecified)	-1.6	-6.0	-4.6	-11.5	3.8	-9.8	1.4	18.4	1.5
O=C(Nc1ccc(CN2CCOCC2)cc1)c1ccc(-c2cccc(Cl)c2)o1	7.4	-1.4	-3.2	10.5	6.0	-0.5	1.3	13.4	1.1
Cc1ccccc1NC(=O)CCSc1nnnn1-c1ccccc1	-4.1	-1.9	-2.7	0.1	3.3	-11.2	1.1	-4.0	·
O=C(O)c1cc(Cl)c2ccccc2c1O	-4.4	-8.8	-4.3	-2.7	3.8	-6.7	1.1	-1.7	1.1
CC(=O)NS(=O)(=O)c1ccc(NC(=O)C(Sc2ccccc2)c2ccccc2)cc1 (stereo unspecified)	-0.4	-12.1	-7.0	-3.0	0.6	-17.4	·	7.4	1.4
CCn1cc(C(=O)OCC(=O)Nc2cc(S(=O)(=O)N(C)C)ccc2C)c(=O)c2ccc(C)nc21	-1.7	-11.7	-4.1	5.1	11.7	-14.5	·	-8.0	1.6
CCOC(=O)C1=C(C)NC(=O)NC1c1ccccc1Cl (stereo unspecified)	7.5	-16.3	-3.7	3.5	0.9	-10.4	1.1&1.1	19.1	0.8
O=C(Nc1nsc(-c2ccccc2)n1)c1cccs1	-8.4	-7.6	-3.1	-1.4	0.1	-9.1	0.7	13.6	1.1
CCCNC(=O)C(Cc1ccccc1)NS(=O)(=O)c1cccc2nsnc12 (stereo unspecified)	-11.4	-13.2	-1.6	-6.5	-5.0	-2.0	1	3.1	1
O=C(CCc1nc(-c2ccccc2)c(-c2ccccc2)o1)OCc1ccc(Br)cc1	2.5	3.4	-3.0	-2.3	9.9	0.6	1.2	5.5	1

Three compounds from above, showing only EphB4 ephrin blk:
molecule	EphB4 ephrin blk
CCn1c(CNC(=O)Cc2ccc(OC)cc2)nnc1SCCOc1ccccc1	5.5
O=C(Nc1ccc(CN2CCOCC2)cc1)c1ccc(-c2cccc(Cl)c2)o1	7.4
CC(=O)NS(=O)(=O)c1ccc(NC(=O)C(Sc2ccccc2)c2ccccc2)cc1 (stereo unspecified)	-0.4

The list goes on:
SMILES	EphB4 ephrin blk	PLK1 PBD inh	S1P2 ag	FAK inh	HIV Rev-RRE inh	PLK1 inh	MT1-MMP txn act	S1P2 blocker	PLAP act
O=C(Nc1ncnc2sc3c(c12)CCCCC3)c1ccc(F)cc1	0.4	-13.9	-2.6	5.8	9.9	-5.7	0.9	5.7	1.3
Cc1ccc(-n2c(SCc3ccc(C#N)cc3)nnc2-c2ccccn2)cc1	3.7	-10.8	-7.4	-0.3	4.8	-0.4	1.1	5.4	1.6
Cc1cnc(NC(=O)c2ccc3c(c2)C(=O)N(Cc2ccco2)C3=O)s1	-1.2	-4.5	-6.5	4.5	0.3	-6.1	1.3	-6.4	1.1
O=C(NCCN1CCN(c2ccccc2F)CC1)c1cccn2c(=O)c3ccccc3nc12	-9.5	-17.2	-1.0	1.1	7.3	-16.7	1	1.6	0.9
